MrgX1 antagonist: blocks BAM8-22 activation of human MrgX1 receptor. B-score at 10 µM. Q96LB2. 310,000 tested, 1.3% active. MRGX1-HEK293 calcium flux, Fluo-4, BAM8-22 antagonism; active compounds read low;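 active = calcium-response B-score plate-corrected more than 3 library SD below zero, starting fluorescence within 5 deviations, no agonist response on first addition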;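 also: peak minus trough fluorescence over baseline after final BAM8-22 challenge near maximal dose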
TRPC4 potent: allosterically enhances the mouse TRPC4 cation channel; Q9QUQ5; HEK293 TRPC4beta/mu-opioid, DAMGO EC20, Fluo-4 Ca2+ flux; active compounds read high; B-score at 10 µM; 310,000 tested, 0.42% active; AID 2227;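 active = B-score of calcium response area above 5 SD of library B-scores, with initial fluorescence ratio within 5 SD of library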;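 also: B-score of integrated fluorescence ratio over time as area under calcium response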
KLF5 inh: inhibitors of KLF5 expression. DLD-1 KLF5 promoter-luciferase reporter, luminescence. inhibition, % at 5 µM. 290,000 tested, 0.23% active. AID 1700;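 active = inhibition above a per-plate limit of that plate's mean compound inhibition plus 3 SD, cut at about 60% in these data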;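 also: 0% = DMSO wells and 100% = LY294002 at 200 µM; higher means less KLF5 promoter-driven luciferase light; inactives centre near -14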
IEC-6 tox: counter-screen for KLF5 inhibitors: cytotoxicity in IEC-6 cells. IEC-6 cytotoxicity, luminescence viability. inhibition, % at 5 µM. 290,000 tested, 0.78% active; in the data active = inhibition above about 22%;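 also: 0% = plate median of test compound wells and 100% = cytotoxic reference compound wells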
SKKanGAS inh: blocks kanamycin growth of S. pyogenes SKKanGAS strain | BacTiter-Glo, 6 h | inhibition, % at 7.5 µM | 300,000 tested, 1.3% active | AID 1662;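 active = mean replicate score, as percent of positive control median, at least 50; inconclusive = mean below 50 but one replicate at or above 50; inactive = mean and every replicate below 50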;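 also: strain carries kanamycin resistance gene driven by streptokinase promoter and grows in 40 µg/ml kanamycin; loss of luminescence reflects streptokinase promoter inhibition or plain growth inhibition; 0% = median of DMSO wells and 100% = positive control at its reference dose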
HIF act: HIF pathway transcriptional activation; AID 1910; activation, % at 7.5 µM (by protocol); U2OS HRE-luciferase reporter, luminescence; normalized: DMSO 0%, desferrioxamine 100%; 300,000 tested, 0.32% active;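 active = mean activation of at least 10% of the iron chelator positive control signal, with at least half of replicates also reaching 10%; inconclusive = mean and replicate majority disagree about reaching 10%; inactive = mean and most replicates under 10%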
TRPC4 agonist: activators of mouse TRPC4 channel. HEK293 TRPC4beta/mu-opioid, Fluo4 calcium fluorescence; active compounds read high. B-score at 10 µM. 310,000 tested, 0.49% active. AID 2237;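 active = B-score above 5 SD of library B-scores, and initial fluorescence ratio not above library mean plus 5 SD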;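 also: positive B-score marks a calcium rise read as TRPC4 activation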
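Material: HEK293 stable line with TRPC4beta plus mu-opioid receptor; technique: Fluo4 calcium-sensitive dye fluorescence, kinetic, 1 Hz baseline; timing: Fluo4 dye loading 45 min at room temperature, 110 s recording; controls: assay buffer as low control, maximal DAMGO as high control; read-out: integrated baseline-normalised fluorescence ratio, converted to per-well B score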
TRPC4 block: inhibitors of mouse TRPC4 channel. HEK293 TRPC4beta/mu-opioid, DAMGO-evoked Fluo4 calcium flux; active compounds read low. 300,000 tested, 0.39% active. AID 2247. Q9QUQ5. B-score at 10 µM;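 active = B-score over 3 SD under the library average, no early fluorescence shift, positive overall ratio signal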
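material = TRPC4beta/mu-opioid receptor HEK293 cell line | probe or stimulus = sequential submaximal and maximal DAMGO stimulation | compound dosing = one concentration per compound | measured by = Fluo4 Ca2+ flux fluorescence | evaluation = integrated fluorescence ratio relative to baseline, converted to per-well B score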
aSyn 5UTR inh: MLPCN primary screen, SNCA 5' untranslated region | alpha-synuclein 5'UTR reporter, inhibitor activity | inhibition, % (tested at 7.5 µM) | 300,000 tested, 0.82% active | AID 1813; in the data active = inhibition above about 60%; inconclusive = no clear call, values can overlap the other calls;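 also: H4 neuroglioblastoma cells stably carrying SNCA 5'UTR luciferase fusion; 0% = DMSO wells and 100% = positive control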
TRPC6 inh: inhibitors of mouse TRPC6 channel | Q61143 | HEK293-TRPC6, membrane potential dye, ACh-evoked depolarization; active compounds read low | 310,000 tested, 1.1% active | B-score at 10 µM | AID 2553;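 active = B-score under library mean minus 3 SD, initial fluorescence not abnormally high, positive integrated signal ratio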;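 also: B-score derived from integrated fluorescence ratio over the kinetic read; more negative B-score means stronger inhibition of depolarization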
Target sequence (Q61143 whole entry, looked up): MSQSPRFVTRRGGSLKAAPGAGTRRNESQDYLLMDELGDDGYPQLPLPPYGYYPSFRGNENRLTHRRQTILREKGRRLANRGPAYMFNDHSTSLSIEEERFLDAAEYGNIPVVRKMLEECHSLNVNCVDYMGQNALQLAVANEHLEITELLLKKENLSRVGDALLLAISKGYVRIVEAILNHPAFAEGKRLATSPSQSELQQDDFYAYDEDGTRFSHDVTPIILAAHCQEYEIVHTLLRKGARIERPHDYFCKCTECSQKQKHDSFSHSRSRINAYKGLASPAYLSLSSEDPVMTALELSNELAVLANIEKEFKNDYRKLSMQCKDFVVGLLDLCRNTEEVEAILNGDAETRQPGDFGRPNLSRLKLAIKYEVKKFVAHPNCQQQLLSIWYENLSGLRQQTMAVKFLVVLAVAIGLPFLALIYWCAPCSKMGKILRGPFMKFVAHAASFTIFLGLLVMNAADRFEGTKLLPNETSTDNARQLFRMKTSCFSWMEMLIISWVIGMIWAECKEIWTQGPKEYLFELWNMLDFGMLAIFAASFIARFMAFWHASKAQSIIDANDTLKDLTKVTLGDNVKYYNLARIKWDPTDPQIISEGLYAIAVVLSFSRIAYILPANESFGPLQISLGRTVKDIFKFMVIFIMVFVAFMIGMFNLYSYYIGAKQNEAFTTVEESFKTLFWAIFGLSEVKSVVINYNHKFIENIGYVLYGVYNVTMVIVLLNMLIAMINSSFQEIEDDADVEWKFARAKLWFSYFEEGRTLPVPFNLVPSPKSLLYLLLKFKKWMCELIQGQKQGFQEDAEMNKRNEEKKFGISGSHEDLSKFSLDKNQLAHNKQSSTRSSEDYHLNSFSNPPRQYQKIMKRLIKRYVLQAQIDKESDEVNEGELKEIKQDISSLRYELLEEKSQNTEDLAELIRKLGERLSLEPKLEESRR
TRPC6 activator: activators of mouse TRPC6 channel; 310,000 tested, 0.13% active; B-score at 10 µM; Q61143; HEK293-TRPC6 membrane potential dye fluorescence; active compounds read high;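 active = B-score of the integrated fluorescence ratio above library mean plus 3 SD, and starting fluorescence ratio within library mean plus 5 SD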;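 also: higher score means more depolarization so channel activation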
The depositor's hits bear a star; i = inactive; ? = inconclusive; . = no result given.

Preview:
SMILES | MrgX1 antagonist | TRPC4 potent | KLF5 inh | IEC-6 tox | SKKanGAS inh | HIF act | TRPC4 agonist | TRPC4 block | aSyn 5UTR inh | TRPC6 inh | TRPC6 activator
COc1ccc(NC(=O)c2ccco2)cc1NC(=O)c1ccc(Br)o1 | i | i | -14 | -4 | -9 | 0.0 | i | i | 21 | i | i
COc1ccc(CCNC(=O)CN(C)S(=O)(=O)c2ccc(OC)cc2)cc1 | i | i | -47 | -4 | 0 | 0.7 | i | i | 5 | i | i

All compounds of this part, previewed entries included:
SMILES | MrgX1 antagonist | TRPC4 potent | KLF5 inh | IEC-6 tox | SKKanGAS inh | HIF act | TRPC4 agonist | TRPC4 block | aSyn 5UTR inh | TRPC6 inh | TRPC6 activator
COc1ccc(NC(=O)c2ccco2)cc1NC(=O)c1ccc(Br)o1 | i | i | -14 | -4 | -9 | 0.0 | i | i | 21 | i | i
COc1ccc(CCNC(=O)CN(C)S(=O)(=O)c2ccc(OC)cc2)cc1 | i | i | -47 | -4 | 0 | 0.7 | i | i | 5 | i | i
NC(=O)[C@H]1CC2(CC(c3cccc(NC(=O)CC(c4ccccc4)c4ccccc4)c3)=NO2)CN1C(=O)CC(c1ccccc1)c1ccccc1 (stereo partly specified) | i | i | . | . | 40 | -0.1 | i | i | 27 | i | i
CCN(CC)S(=O)(=O)c1ccc(-c2nnc(SCC(=O)Nc3nc(C)cs3)o2)cc1 | i | i | -34 | -1 | -2 | -0.2 | i | i | 4 | i | i
CCOc1ccc(NC(=O)C/C(C)=N/NC(=O)Cc2ccc(Cl)cc2)cc1 | i | i | -10 | 3 | 1 | -0.2 | i | i | -1 | i | i
COc1ccc(C(CNC(=O)c2cccc(N(C)C)c2)N2CCCC2)cc1 (stereo unspecified) | i | i | 1 | 0 | 1 | -0.2 | i | i | -19 | i | i
CCOc1ccc(CCNC(=O)C2CC(=O)N(CCc3ccc(OC)c(OC)c3)C2)cc1OCC (stereo unspecified) | i | i | . | . | -3 | 0.3 | i | i | 23 | i | i
Cc1ccc(N(CC(=O)N/N=C/c2cccc(Br)c2)S(C)(=O)=O)cc1 | i | i | -6 | 0 | -8 | -0.1 | i | i | -14 | i | i
Cc1cc(=O)oc2cc(OCC(O)Cn3ccnc3)ccc12 (stereo unspecified) | i | i | -3 | -2 | 9 | -0.1 | i | i | 4 | i | i
CN(C)CCOC(=O)C1(c2ccccc2)CCCC1 | i | i | -44 | 4 | 10 | 0.0 | i | i | 6 | -9.6* | i
Cn1c(=O)c2c(O)c([N+](=O)[O-])c(=O)n(C)c2n(C)c1=O | i | i | -8 | 2 | -5 | -0.5 | i | i | -5 | i | i
CCc1c(C#N)c(SCCC(=O)Nc2ccc(C)cc2)nc2c1C(=O)CC(C)(C)C2 | i | i | -10 | 0 | 13 | 1.2 | i | i | 20 | i | i
Cc1ccc(NCC(=O)c2ccc(C)cc2)cc1 | i | i | -22 | 12 | -1 | 2.4 | i | i | -125 | i | i
COC(=O)c1cc(Br)c(=O)n(-c2ccc(OC)cc2)c1 | i | i | -8 | 0 | 0 | -0.3 | i | i | 33 | i | i
O=C(NCC1CCCO1)c1ccc(COc2ccc(F)cc2)o1 (stereo unspecified) | i | i | 14 | 2 | -6 | -0.3 | i | i | 9 | i | i
COc1ccccc1C1CC(=O)n2c(nc(-c3ccccc3)c2-c2ccccc2)S1 (stereo unspecified) | i | i | -25 | -14 | -3 | 0.2 | i | i | 7 | i | i
CCCCn1c(N)c(N(CC(C)C)C(=O)c2cccc(OCc3ccccc3)c2)c(=O)[nH]c1=O | i | i | . | . | -1 | -0.3 | i | i | 16 | i | i
O=C(CCc1nnc(CCCc2ccccc2)o1)N1CCCCCC1 | i | i | -52 | -6 | -10 | 0.9 | i | i | -149 | i | i
CSC1=NCCN1CCOc1ccccc1 | i | i | -13 | -5 | 5 | 0.1 | i | i | -18 | i | i
O=C(NCCc1ccccc1)C1CCC(CNS(=O)(=O)c2cccc3cccnc23)CC1 (stereo unspecified) | i | i | -21 | 0 | -3 | 0.4 | i | i | -11 | i | i
CCCC(=O)Nc1ccc(C(=O)NCc2ccccc2Cl)cc1 | i | i | -2 | 1 | 2 | 0.4 | i | i | 11 | i | i
COCCNC(=O)CN(C)S(=O)(=O)c1ccc2c(c1)OCCO2 | i | i | -14 | -4 | 5 | -0.6 | i | i | 30 | i | i
O=C(c1ccc(-c2ccccc2)c(F)c1)C1CCCN(C(=O)c2cncs2)C1 (stereo unspecified) | i | i | -24 | 1 | 7 | -0.1 | i | i | 10 | i | i
CC(=O)Nc1ccc(-c2csc(Nc3cc(C)ccn3)n2)cc1 | i | i | -154 | -4 | -12 | 1.9 | i | i | -101 | i | i
CC(NC(=O)c1ccncc1)C(c1cccs1)N1CCOCC1 (stereo unspecified) | i | i | 18 | 0 | 8 | 0.0 | i | i | -17 | i | i
COc1cccc(CNC(=S)Nc2cc(C)ccc2C)c1 | i | i | -15 | -1 | 2 | 0.0 | i | i | 6 | i | i
CC(=O)N1N=C(c2ccco2)CC1c1cc2cc(C)ccc2nc1Cl (stereo unspecified) | i | i | -75 | 3 | 3 | -0.1 | i | i | -9 | i | i
CCCc1cc(=O)[nH]c(SCC)n1 | i | i | 4 | 1 | -2 | -0.4 | i | i | 7 | i | i
Cc1ccc(S(=O)(=O)N(C)CC(=O)N/N=C/c2ccc(C)o2)cc1 | i | i | -41 | -3 | -7 | 0.3 | i | i | ? | i | i
CCOC(=O)c1sc2nc(CC(=O)OC)nc(NCCN3CCOCC3)c2c1C | . | i | 6 | -2 | 2 | -0.4 | i | i | -2 | i | i
Nc1c(C(=O)OCC(=O)NCc2ccccc2)[nH]c(=O)[nH]c1=O | i | i | -18 | -6 | 1 | -0.1 | i | i | -4 | i | i
COCCN(C(=O)c1cc2c(s1)CCCCC2)c1c(N)n(Cc2ccccc2)c(=O)[nH]c1=O | i | i | . | . | -6 | -0.5 | i | i | -9 | i | i
CCOc1ccc(S(=O)(=O)Nc2ccccc2SC)c2cccnc12 | i | i | -7 | -2 | 0 | 0.5 | i | i | 17 | i | i
O=C(Nc1cccc(-c2ccccc2)c1)N1CCN(C(=O)Nc2cccc(-c3ccccc3)c2)CC1 | i | i | -30 | -1 | -9 | -0.2 | i | i | 8 | i | i
COc1ccccc1NC(=O)c1ccc(NC2=NC3CS(=O)(=O)CC3S2)cc1 (stereo unspecified) | i | i | -10 | -7 | -2 | -0.1 | i | i | 6 | i | i
COc1ccccc1C(C(=O)NCc1ccc(F)cc1)N(C(=O)c1csnn1)C1CC1 (stereo unspecified) | i | i | -1 | -12 | -5 | 1.2 | i | i | -8 | i | i
COc1ccc(C)cc1S(=O)(=O)Nc1cccc(Cl)c1Cl | i | i | -20 | 16 | 0 | -0.3 | i | i | -7 | i | i
COc1ccc(-c2nnn(CC(=O)N3CCN(c4ccccc4OC)CC3)n2)cc1 | i | i | -18 | 4 | -8 | -0.6 | i | i | -9 | i | i
COc1ccc(CCNC(=O)COc2cccc3c2OC(C)(C)C3)cc1OC | i | i | . | . | -2 | -0.5 | i | i | -1 | i | i
CNC(=O)c1ncoc1-c1ccc(Cl)cc1 | i | i | 4 | 0 | 5 | 0.3 | i | i | -1 | i | i
C/C(=N\NS(=O)(=O)c1ccccc1)c1ccc2c(c1)OCCO2 | i | i | 6 | -3 | 1 | 0.6 | i | i | -18 | i | i
CC1CCN(C(=O)CSc2nnc(CNC(=O)c3ccc(S(=O)(=O)N(C)C)cc3)o2)CC1 | i | i | 0 | -2 | 23 | -0.1 | i | i | -1 | i | i
CCCc1cc(=O)[nH]c(SCC(=O)c2cc(C)n(CCOC)c2C)n1 | i | i | -21 | -3 | -2 | -0.9 | i | i | -24 | i | i
Cc1cc(C)nc(N(C#N)Cc2ccc(Cl)cc2)n1 | i | i | -12 | -3 | -3 | -2.2 | i | i | 25 | i | i
Cc1nc2c(ccc3c([N+](=O)[O-])cccc32)c(C)c1C | i | i | 0 | 7 | 10 | 2.0 | i | i | -31 | i | i
N#C/C(=C\Nc1ccccc1SC(F)(F)F)c1nc(-c2ccccc2)cs1 | i | i | -18 | 1 | -23 | 0.0 | i | i | 21 | i | i
O=C(Nc1ccccc1)NC1(C(=O)NCc2ccco2)CCCCC1 | i | i | -24 | -1 | 4 | 0.0 | i | i | -2 | i | i
O=C(NCC1CCCO1)c1cccnc1Nc1ccccc1F (stereo unspecified) | i | i | -16 | 2 | -5 | 0.5 | i | i | 12 | i | i
CCOc1cc(/C=C/C(=O)O)ccc1OCc1ccccc1 | i | i | -10 | 15 | 5 | -0.9 | i | i | 23 | i | i
Cc1sc2ncnc(N3CCCCC3)c2c1C | i | i | -6 | -2 | 0 | 0.0 | i | i | 22 | i | i
Cc1nc2ccccc2n1CC(=O)NCc1ccccc1 | i | i | 24 | 11 | -9 | 0.0 | i | i | 12 | i | i
COC(=O)C(Cc1ccccc1)NC(=O)CC(C)CC(=O)Nc1ccc(OC)cc1OC (stereo unspecified) | i | i | -22 | -2 | -2 | -0.4 | i | i | -19 | i | i
O=C(NC1CCC(O)CC1)c1cc(-c2ccco2)nc2ccccc12 (stereo unspecified) | i | i | -8 | -9 | -14 | -0.3 | i | i | -4 | i | i
Cc1cccc(-c2nnc(SCc3ccccc3)o2)c1 | i | i | -44 | 0 | 15 | 5.2 | i | i | -102 | i | i
CCCCNC(=O)N(O)C1N(/N=C/c2cccs2)C(=S)SC1(C)C (stereo unspecified) | i | i | 6 | 3 | 4 | -0.8 | i | i | -19 | i | i
Cc1cc(C)cc(C(=O)Nc2cccc(NC(=O)c3ccco3)c2)c1 | i | i | -19 | 7 | -1 | 0.4 | i | i | 8 | i | i
S=c1[nH]nc(-c2cccs2)n1/N=C/c1cn(-c2ccccc2)nc1-c1ccccc1 | i | i | -18 | -4 | 75* | 1.5 | i | i | -38 | i | i
O=C(NC1CCS(=O)(=O)C1)C1CCCC1 (stereo unspecified) | i | i | . | . | 1 | -1.5 | i | i | 13 | i | i
COC(=O)c1ccc(-n2c(CCC(=O)O)ccc2-c2ccc(C)cc2)cc1 | i | i | -2 | -6 | 7 | 0.3 | i | i | -5 | i | i
CN(CCCNC(=O)COc1cc(=O)n(C)c2ccccc12)Cc1ccccc1 | i | i | -36 | 3 | 5 | -0.1 | i | i | -11 | i | i
O=C1Nc2ccc([N+](=O)[O-])cc2C1(O)N1CCCCCC1 (stereo unspecified) | i | i | -15 | 5 | -5 | -0.1 | i | i | 29 | i | i

Outcome played no part in choosing rows; any-hit rate near 5.8%.
